# Screens as filed in PubChem BioAssay.
# ELG1 genotox: inducers of genotoxicity in HEK293T ELG1-luciferase cells | Potency, µM (series often up to 46 µM), inactives show at the highest dose activity change, positive = activation, hits mostly activators | AID 504466 | 330,000 compounds, 1.3% hits | HEK293T ELG1-luciferase reporter, luminescence, 16 h; note: % of control where 0% means no effect; nearly all actives have a fitted effect of over 60% in size
#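 After overnight (16 hr) compound treatment at 37 °C, ELG1-luciferase HEK293T cells were lysed with ONE-Glo; luminescence quantified 30 min later at room temperature.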
# CXXC DNA block: inhibitors of human MLL CXXC domain-DNA interaction; Q03164; MLL-CXXC / FITC-HOXA9 DNA fluorescence polarization; Potency, µM (top dose mostly 115 µM), for inactives: top-dose activity change, negative = inhibition, usual class: inhibitors; 290,000 compounds, 0.037% hits; AID 2662; active = well fitted inhibition curve with a large enough effect in the polarisation, with a control signal flat, not every such curve was filed as active; inconclusive = small, poorly fitted or top-dose-only effect, or effect the other way, or a change in a side signal; inactive = no such curve, though single readings can be large or run the other way; the % refers to the polarisation
#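 Purified MLL-CXXC (added from a 7 uM solution) was preincubated 5 min at ambient with pinned compounds in 50 mM Tris-HCl pH 7.5, 50 mM NaCl, 1 mM DTT, 0.05% BSA. Fluorescein-labeled HOX-A9 DNA (50 nM solution) followed, 30 min, then polarization read.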
# RORgamma inh: blocks mouse ROR gamma transcriptional activity; P51450; Drosophila S2 Gal4-RORgamma UAS-luciferase reporter, 20 h; Potency, µM (highest dose often 53.6 µM), for inactives: top-dose activity change, negative = inhibition, most hits filed as inhibitors; 310,000 compounds, 5.4% hits; note: % is set by controls: 0 for no effect and ±100 for the full control effect; nearly all actives have a fitted effect of over 60% in size
# Target sequence (P51450 whole entry, looked up, the tested form may be a part): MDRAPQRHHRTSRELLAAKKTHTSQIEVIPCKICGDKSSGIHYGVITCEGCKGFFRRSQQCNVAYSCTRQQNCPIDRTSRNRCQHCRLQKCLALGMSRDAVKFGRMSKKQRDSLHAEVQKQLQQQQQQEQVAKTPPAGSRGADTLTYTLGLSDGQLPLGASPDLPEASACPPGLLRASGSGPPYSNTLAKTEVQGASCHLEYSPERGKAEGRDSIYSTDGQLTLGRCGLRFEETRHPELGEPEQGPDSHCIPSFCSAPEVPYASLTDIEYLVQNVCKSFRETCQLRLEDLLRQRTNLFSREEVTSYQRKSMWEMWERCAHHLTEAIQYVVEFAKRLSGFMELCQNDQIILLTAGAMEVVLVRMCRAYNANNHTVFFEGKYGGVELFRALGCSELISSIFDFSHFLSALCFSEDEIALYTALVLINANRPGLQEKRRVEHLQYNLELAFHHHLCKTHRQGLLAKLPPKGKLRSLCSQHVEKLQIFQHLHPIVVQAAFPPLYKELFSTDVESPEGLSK
#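 Drosophila S2 cells stably expressing Gal4-DBD/mouse RORγ fusion under metallothionein promoter plus UAS-luciferase; compound 1 h, then 700 uM CuSO4 induction for 20 h at ambient temperature; inhibition read as reduced luminescence.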
# BRCA1 expr up: activators of BRCA1 expression. MCF7-BRCA1-FFLuc reporter, luminescence, 48 h; response scale: scaled: vehicle 0%, 10 µM genistein 100%. Potency, µM (doses to about 46.1 µM), without a hit: top-dose activation, most hits filed as activators. 380,000 compounds, 1.1% hits; note: nearly all actives have a fitted effect of over 80% in size; some results filed as inactive show a strong effect at the top dose
#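 First, MCF7-BRCA1-FFLuc cells (2000/well) attach for 2 h; next, compounds are pin-added and incubated 48 h at 37 °C; finally, luciferase reagent is added and luminescence read after 15 min.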
# FLuc counter: firefly luciferase modulation, counter-screen for miR-21 project | P08659 | purified FLuc, Km substrates, luminescence inhibition | Potency, µM (series often up to 57.5 µM), for inactives: top-dose activity change, negative = inhibition, actives largely listed as inhibitors | 360,000 compounds, 6.9% hits | AID 588342;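 note: plate controls were vehicle for no effect and reference inhibitor for full effect; nearly all actives have a fitted effect of over 55% in size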
# Target sequence (P08659 whole entry, looked up): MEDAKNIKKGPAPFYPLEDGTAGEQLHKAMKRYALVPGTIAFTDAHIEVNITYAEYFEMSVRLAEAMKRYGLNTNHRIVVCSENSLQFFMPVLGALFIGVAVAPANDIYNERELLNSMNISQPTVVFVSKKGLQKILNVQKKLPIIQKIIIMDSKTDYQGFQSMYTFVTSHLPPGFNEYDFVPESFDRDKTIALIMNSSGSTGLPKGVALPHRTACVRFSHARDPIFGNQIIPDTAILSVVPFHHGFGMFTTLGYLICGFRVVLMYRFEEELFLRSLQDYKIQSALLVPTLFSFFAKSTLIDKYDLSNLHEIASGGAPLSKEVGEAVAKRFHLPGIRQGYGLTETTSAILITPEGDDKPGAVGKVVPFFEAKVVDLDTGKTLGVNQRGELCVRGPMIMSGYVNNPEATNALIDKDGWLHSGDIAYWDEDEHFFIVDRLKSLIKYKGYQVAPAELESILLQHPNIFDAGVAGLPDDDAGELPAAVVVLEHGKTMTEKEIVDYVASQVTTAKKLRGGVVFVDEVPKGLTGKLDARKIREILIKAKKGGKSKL
#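 Purified P. pyralis luciferase, 10 nM final, with Km-level 10 uM D-luciferin and 10 uM ATP in 50 mM Tris acetate pH 7.5, 10 mM Mg acetate, 0.01% Tween-20, 0.05% BSA; 6-point qHTS titration about 60 µM downward; luminescence read.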
# uPA surface inh: cell surface uPA generation inhibition; cell surface uPA generation assay, qHTS; Potency, µM (doses to about 38.3 µM), inactives show top-dose activity change, negative = inhibition, actives largely listed as inhibitors; AID 540303; 330,000 compounds, 0.31% hits; active = well fitted inhibition curve with a large enough effect; inconclusive = small, poorly fitted or top-dose-only effect; inactive = no such curve, though single readings can be large or run the other way; tested in mouse RAW 264.7 cells; note: % is set by controls: 0 for no effect and ±100 for the full control effect; nearly all actives have a fitted effect of over 55% in size
# Rab9 prom act: Rab9 promoter activation. Huh7 Rab9 promoter-luciferase reporter, luminescence, 24 h. Potency, µM (series often up to 9.22 µM), inactives show at the highest dose activation, negative = inhibition, usual class: activators. 320,000 compounds, 2.8% hits. AID 485297; note: % of control where 0% means no effect; nearly all actives have a fitted effect of over 60% in size
#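 Steps: seed 1500 Huh7 Rab9-luc cells per well, rest 2 h at 37 °C; add compound in DMSO; incubate 24 h; add luciferase reagent, 10 min ambient; read luminescence.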
# p53 reactivator: mutant p53 re-activation in reporter cells. H1299 p53-A138V BP100-luciferase reporter, luminescence, 24 h. Potency, µM (doses to about 92.2 µM), for inactives: at the top dose activity change, positive = activation, hits mostly activators. 320,000 compounds, 0.063% hits. AID 504706; note: % of control where 0% means no effect; nearly all actives have a fitted effect of over 45% in size
#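 H1299 (p53-null), stable ts p53-A138V + BP100-Luc; 1000 cells/well, Opti-MEM/10% FBS; cpd 4 pt, 1:5; 24 h, 37 deg C, 5% CO2; detection reagent 10 min RT; luminescence.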
# MBNL1 CUG block: blocks human MBNL1 binding to CUG repeat RNA. Potency, µM (titrated, usually from 57.5 µM), for the others: at the top dose activity change, negative = inhibition, actives largely listed as inhibitors. TR-FRET MBNL1-His/biotin-(CUG)12 binding, 665/545 ratio. AID 2675. 280,000 compounds, 0.036% hits. Q9NR56; active = well fitted inhibition curve with a large enough effect in the signal ratio, with a control signal flat, not every such curve was filed as active; inconclusive = small, poorly fitted or top-dose-only effect, or effect the other way, or a change in a side signal; inactive = no such curve, though single readings can be large or run the other way; the % refers to the signal ratio; note: % is set by controls: 0 for no effect and ±100 for the full control effect
#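 His-tagged MBNL1 binding to biotinylated (CUG)12 RNA was measured by TR-FRET using terbium anti-His antibody (0.055 ng/ul final) and streptavidin-XL665 (5 nM final). Compounds were titrated 92 nM to 58 uM; 60 min at room temperature.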
# NPC1 prom act: activates the NPC1 promoter; Huh7 NPC1 promoter luciferase reporter, 24 h; Potency, µM (titrated, usually from 9.22 µM), inactives show at the highest dose activation, hits mostly activators; 320,000 compounds, 2.4% hits;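 note: % of control where 0% means no effect; nearly all actives have a fitted effect of over 60% in size; reporter is driven by a mutant NPC1 promoter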
#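 Stably transfected Huh7 (NPC1 promoter→luciferase), 1500 cells/well in Opti-MEM + 10% FBS, 2 h settle, then compound 24 h at 37 °C. Luminescence after 10 min with Amplite reagent.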
# Gal4-VP16 FLuc: Gal4-VP16 reporter inhibition counter-screen | AID 2546 | 310,000 compounds, 3.5% hits | Drosophila S2 Gal4-VP16 UAS-luciferase, luminescence, 20 h | Potency, µM (series often up to 53.6 µM), without a hit: at the top dose activity, negative = inhibition, usual class: inhibitors;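 note: Gal4-VP16 expression switched on by copper sulfate through the metallothionein promoter; % is set by controls: 0 for no effect and ±100 for the full control effect; nearly all actives have a fitted effect of over 50% in size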
# * hit, by the source's call; u = inconclusive; x = no result given; & = joins results of further samples; [ ] = dose if it differs, or a comment. Unless noted, calls come from the whole dose curve; as a rule, active = well fitted curve in the direction sought with a large enough effect; inconclusive = small, poorly fitted or top-dose-only effect, or another doubt; inactive = no such curve, though single readings can be large; an effect the other way counts as inactive or inconclusive. Potency is the fitted concentration of half-maximal effect. A portion of the library; the hit share may differ from the screen's.
SMILES,ELG1 genotox,CXXC DNA block,RORgamma inh,BRCA1 expr up,FLuc counter,uPA surface inh,Rab9 prom act,p53 reactivator,MBNL1 CUG block,NPC1 prom act,Gal4-VP16 FLuc
Cc1ccnc(NS(=O)(=O)c2cc([N+](=O)[O-])ccc2C)c1,-8%,-1%,8%,6%,1%,-1%,-1%,-1%,10%,-4%,-14%
COc1cc2c(=O)n(CCC(=O)NCC3CCCO3)c(=O)n(CC(=O)Nc3ccc(C)cc3)c2cc1OC (configuration not stated),1%,9%,1%,-15%,1%&2%,-1%,1%,3%,4%,-3%,-8%
CN1/C(=C/C=C(/C#N)C(N)=O)C(C)(C)c2ccccc21,-7%,u,24%,-48%,-1%,-12%,-33%[inhibitor],-2%,u,-30%,-1%
COc1ccc(NC(=O)Cn2c(C(C)C)nc(C)cc2=O)cc1Cl,-2%,7%,-8%,-2%,-1%,11%,0%,-4%,x,-5%,0%
C=CCC(C(=O)OC)(C(=O)OC)c1ccc([N+](=O)[O-])cn1,1%,1%,9%,-10%,5%,-3%,-2%,3%,u,1%,-6%
COc1ccc2nc(SCC(=O)NC(C)C)[nH]c2c1,22%,0%,-29%[0.365 µM],15%,0%,1%,24%,4%,4%,22%,x
CCc1nnc(NS(=O)(=O)c2ccc(NC(=O)CCC(=O)OC)cc2)s1,-2%,-4%,26%,5%,-2%,-15%,-1%,x,-2%,-2%,0%
CN1CCN(S(=O)(=O)c2ccc(Nc3cccc(Cl)c3)c([N+](=O)[O-])c2)CC1,-2%,x,x,-9%,1%,-7%,-7%,-15%,x,-4%,x
CCN(CC)S(=O)(=O)c1ccc(Cl)c(C(=O)NC)c1,-4%,-8%,8%,-5%,-2%,4%,-1%,-5%,4%,-1%,-6%
Cc1ccc(C)c(C(=O)CSc2nc(C)cc(=O)[nH]2)c1,0%,-5%,-3%,-7%,-2%,4%,-2%,-2%,2%,-7%,-11%
CCOC(=O)N1CCC(n2c(SCC(=O)c3ccccc3)nc3ccsc3c2=O)CC1,-2%,13%,-12%,-5%,3%,x,-4%,-3%,10%,-8%,2%
Cc1cccc(C)c1NC(=O)CN(C)CC(=O)Nc1cc(Cl)ccc1C#N,-4%,-29%,11%,-26%,1%,-1%,0%,-2%,-9%,1%,2%
CC(=O)Nc1ccc(S(=O)(=O)N2CCc3ccccc3C2)cc1,-2%,4%,2%,12%,-1%,-3%,1%,-3%,-8%,-5%,-1%
COc1ccc(-c2cc(C)no2)cc1S(=O)(=O)N(C)c1ccc(C)cc1,-1%[9.26 µM],3%,17%,-36%,0%,0%,-19%,-5%,-2%,-30%,-4%
Cc1cccc(/C=N/NC(=O)NC23CC4CC(CC(C4)C2)C3)n1,11%,-4%,u,40%,u,-1%,22%,10%,1%,-31%[inhibitor],-10%
CN(CC(=O)Nc1ccc(Cl)cc1)CC(=O)Nc1cccc(Br)c1,-3%,5%,24%,-39%,-1%,0%,0%,-8%,-1%,-1%,-1%
COC(=O)[C@H](Cc1ccccc1)NC(=O)Cn1ccc(NC(=O)OCc2ccccc2)nc1=O,2%,x,x,-5%,-1%,1%,-3%,-8%,x,5%,x
Cc1cc(C)cc(NC(=O)CN2CCCN(S(=O)(=O)c3ccc(Br)s3)CC2)c1,0%,-10%,-2%,-60%,2%,x,3%,0%,1%,-1%,0%
O=C(Nc1cccc(C(=O)N2CCOCC2)c1)NC1CCCCC1,5%,-2%,7%,5%,-16%,-5%,-7%,-2%,-4%,-3%,0%
COCCNC(=O)CN(Cc1ccc2c(c1)OCO2)C(=O)CCC(=O)Nc1nccs1,2%,-1%,-24%,-6%,0%,4%,0%,-10%,4%,1%,-7%
COc1ccc(C(C(N)=O)c2ncc(C(F)(F)F)cc2Cl)cc1 (configuration not stated),-7%,-1%,-4%,27%,-1%,-1%,1%,-3%,-1%,-1%,-6%
CC(C)/C=C/C(=O)N1CCC(N2CCC(C(=O)N3CCOCC3)CC2)CC1,2%,-6%,10%,-6%,-1%,2%,3%,-2%,3%,-1%,-4%
CC(=O)c1cccc(Oc2cc(NN3CCCCC3)c([N+](=O)[O-])cc2[N+](=O)[O-])c1,-4%,1%,35%,0%,1%,-18%,-9%,8%,u,-2%,3%
Cc1ccc(Cl)cc1NC(=S)N(Cc1ccccc1)Cc1cccnc1,-7%,-1%,u,-24%,2%,8%,-9%,-4%,-7%,-2%,-18%
NNC1=N[C@H]2CS(=O)(=O)C[C@H]2S1,1%,0%,35%,36%,0%,2%,-5%,-7%,-1%,-3%,-6%
# More structures:
SMILES,ELG1 genotox,CXXC DNA block,RORgamma inh,BRCA1 expr up,FLuc counter,uPA surface inh,Rab9 prom act,p53 reactivator,MBNL1 CUG block,NPC1 prom act,Gal4-VP16 FLuc
CCN(CC)S(=O)(=O)c1ccc(-c2nnco2)cc1,-1%,-4%,10%,0%,-2%,2%,-3%,20%,10%,-2%,-1%
COc1ccc(CNC(=O)CCC(=O)N2CCN(S(=O)(=O)c3cc([N+](=O)[O-])ccc3C)CC2)cc1,1%,x,x,-26%,-1%,-12%,-4%,7%,x,0%,x
CC(C)COc1ccc(C(=O)OCC(=O)N(C)CC(=O)Nc2ccc(F)cc2)cc1,16%,x,x,9%,9%,-3%,-4%,3%,x,2%,x
CC(NCC(O)COCCC12CC3CC(CC(C3)C1)C2)c1ccccc1 (configuration not stated),-7%,2%,13µM*,-103%[inhibitor],1%,u,-23%,-14%,-1%,0%,u
CN(C)S(=O)(=O)c1cccc(NC(=O)Cn2cc(C(F)(F)F)cc(Cl)c2=O)c1,u,-6%,15%,-3%,-11%,4%,-1%,8%,-3%,-5%,-18%
Cc1sc2nc(SCC(=O)N3CC(C)OC(C)C3)n(C)c(=O)c2c1C (configuration not stated),-6%,-2%,58%,-23%,-3%,u,6%,-11%,5%,-2%,4%
Cc1cc2ccccn2c1C(=O)c1ccccc1F,6%,-7%,-3%,1%,u,-9%,0%,4%,22%,0%,-8%
O=C(O)c1ccccc1-c1nc2cc(Cl)ccc2c(=O)n1O,0%,-2%,8%,-14%,u,1%,0%,-4%,-5%,-1%,2%
CC1CCN(C(=O)COC(=O)C2CCN(S(=O)(=O)c3ccc(Cl)c(C(F)(F)F)c3)CC2)CC1,-1%,x,x,6%,-1%,8%,-5%,11%,x,-6%,x
Cc1ccccc1C(=O)c1cccn1CC(=O)NCCN1CCN(c2cccc(C)c2C)CC1,-9%,6%,u,-65%,-1%,-3%,-13%,-7%,2%,-5%,u
O=S(=O)(Nc1ccc(-c2ccc3nncn3n2)cc1)c1ccccc1Cl,10%,x,x,-20%,1%,11%,0%,-12%,x,-10%,x
C#CCOCCOCCOCCNc1nc(N2CCN(C(=O)[C@H](CCC(=O)O)n3cc(C(N)CO)nn3)CC2)nc(N2CCN(C(=O)[C@H](CCC(=O)O)n3cc(C(N)CO)nn3)CC2)n1 (some centres not stated),3%,-6%,-10%,x,-1%,x,-1%,2%,4%,0%,-1%
COc1cccc(C(=O)NCC(=O)OCC(=O)C(C)(C)C)c1,2%,4%,2.5µM*,9%,1%,16%,-5%,3%,-1%,-2%,-3%
On1c(-c2ccccc2)nc2ccccc21,5%,-5%,-3%,0%,u,3%,-5%,4%,12%,-5%,3%
O=P(Cc1nnco1)(c1ccccc1)c1ccccc1,1%,6%,-3%,-7%,7%,3%,-7%,5%,-9%,-1%,8%
CC1CN(C(=O)CCS(=O)(=O)c2ccccc2)CC(C)O1 (configuration not stated),1%,u,26%,7%,-4%,9%,1%,17%,-5%,6%,3%
COc1ccc(-c2nnn(CC(=O)N3CCN(c4ccc(F)cc4)CC3)n2)cc1,1%,-1%,-10%,8%,-1%,1%,0%,-1%,-1%,-5%,-3%
c1ccc(COCCCn2cc(-c3ccccc3)nn2)cc1,1%,5%,-6%,11%,-9%,3%,0%,5%,-4%,-3%,-17%
Fc1cccc(-n2c(-c3ccco3)nc3nc4ccccc4nc32)c1,-4%,22%,1%,-38%,5%,7%,3%,1%,-1%,0%,-2%
CCN(Cc1ccccc1)Cc1ccc(OCc2ccccc2)c(OC)c1,-3%,20%,22%,-13%,-9%,-11%,-1%,7%,2%,0%,1%
O=C(Cc1ccccc1)NCC(=O)N1CCCCC1,8%,u,8%,18%,-3%,2%,8%,2%,8%,0%,-2%
COc1ccc(C(=O)Nc2nc(CC(=O)NCCc3cccc(OC)c3)cs2)cc1,-5%,x,x,-1%,13µM*,-6%,1%,16%,x,14%,x
COc1ccc(NC(=O)Nc2nnc(-c3ccco3)s2)cc1,u,0%,14%,u,u,-12%,1.3µM*,17%,-11%,0.89µM*,-10%
O=C(O)c1nc(-c2ccccc2)n(-c2ccccc2)n1,1%,-5%,24%,-19%,0%,0%,-3%,-8%,x,0%,2%
